DNMT1 block – blocks human DNA methyltransferase DNMT1. 0.83% of 360,000 active. P26358. inhibition (reported as % activation of signal), % at 10 µM. AID 588458. DNMT1 molecular beacon, Hinp1I cleavage, fluorescence; in the data active = inhibition above about 50%
MT1-MMP act inh – MT1-MMP (human) activation inhibition. 0.061% of 360,000 active. GFP/RFP ratio change, % at 20 µM. HT1080 RFP-PRO-GFP cells, GFP/RFP ratio fluorescence, overnight; percent of plate control window, DMSO zero;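 active = GFP/RFP ratio change of at least 30% with cell ATP level not reduced by more than half and red fluorescence within 50% of control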; note: strong numbers were not always called active
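Test system: HT1080 RFP-PRO-GFP cells; Benchmarks: DMSO and RFP-L50D-GFP cell wells; Timing: cells overnight before dosing, compound overnight, 37 °C, 5% CO2; Compound: one 20 µM compound dose with 1% DMSO; Read-out: GFP/RFP fluorescence ratio.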
STEP block – blocks human striatal-enriched tyrosine phosphatase. P54829. recombinant STEP, OMFP fluorogenic substrate, fluorescence. inhibition, % at 20 µM. 0.25% of 360,000 active;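 active = inhibition at 20 µM, scaled per plate between control wells, above about 37%, limit read from the data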;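 note: 0% = DMSO with enzyme and substrate and 100% = substrate only without enzyme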
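System: isolated STEP enzyme; schedule: 20 min enzyme reaction at room temperature, protected from light; medium: Bis-Tris buffer pH 6.0, 2.5 mM DTT, 0.005% Tween 20; signal: fluorescence, 480/540 nm; dosing: single compound dose of 20 µM, 1% DMSO final; also added: OMFP substrate, 25 µM final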
Rpn11 block – Rpn11 (human) deubiquitinase inhibition. 0.59% of 360,000 active. AID 588493. human 26S proteasome, Ub4-pepOG fluorescence polarization; 20S core pre-blocked with epoxomicin. O00487. calls only at 20 µM;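 active = inhibition at 20 µM, scaled to each plate's controls, above about 33%, limit read from the data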
CendR NRP1 mod – NRP-1/CendR interaction modulation; FAM-RPARPAR peptide binding to NRP-1, fluorescence polarization; 0.85% of 360,000 active; O14786; inhibition, % at 25 µM;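 active = inhibition or corrected inhibition above about 18%, plus a signal ratio from 0.5 to 1.5, limit read from the data, passing the limit was not always enough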; note: strong numbers were not always called active
Target sequence (O14786 whole entry, looked up): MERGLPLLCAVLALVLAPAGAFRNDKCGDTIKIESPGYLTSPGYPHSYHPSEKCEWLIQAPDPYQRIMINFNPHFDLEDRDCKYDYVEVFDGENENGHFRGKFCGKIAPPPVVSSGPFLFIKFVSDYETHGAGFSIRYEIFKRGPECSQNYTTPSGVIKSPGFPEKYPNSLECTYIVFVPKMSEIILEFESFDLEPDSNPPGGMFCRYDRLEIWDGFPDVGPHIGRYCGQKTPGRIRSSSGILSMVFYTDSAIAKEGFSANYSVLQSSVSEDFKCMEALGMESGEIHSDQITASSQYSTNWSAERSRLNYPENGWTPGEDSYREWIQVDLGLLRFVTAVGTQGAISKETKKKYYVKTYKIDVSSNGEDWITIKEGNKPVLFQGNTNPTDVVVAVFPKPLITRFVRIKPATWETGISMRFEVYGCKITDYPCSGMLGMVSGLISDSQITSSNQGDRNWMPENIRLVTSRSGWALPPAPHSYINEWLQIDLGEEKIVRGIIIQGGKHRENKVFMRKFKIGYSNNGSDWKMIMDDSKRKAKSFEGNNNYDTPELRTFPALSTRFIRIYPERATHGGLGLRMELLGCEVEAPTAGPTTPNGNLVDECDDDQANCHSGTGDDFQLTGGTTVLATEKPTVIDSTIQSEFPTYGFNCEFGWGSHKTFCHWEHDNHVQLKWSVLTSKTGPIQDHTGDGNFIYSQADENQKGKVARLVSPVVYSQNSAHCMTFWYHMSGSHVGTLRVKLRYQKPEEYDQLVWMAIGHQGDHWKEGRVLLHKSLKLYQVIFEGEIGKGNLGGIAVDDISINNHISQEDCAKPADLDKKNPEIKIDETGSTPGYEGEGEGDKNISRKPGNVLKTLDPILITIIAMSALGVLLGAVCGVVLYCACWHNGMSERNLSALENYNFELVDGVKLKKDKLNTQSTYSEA
SKN-1 block – blocks SKN-1 activity in C. elegans; C. elegans VP596 Pgst-4::GFP/RFP ratio, acrylamide-induced, 24 h; inhibition, % at 21.8 µM; 0.49% of 360,000 active; AID 624304;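 active = interference check ratio from 0.5 to 1.5 plus GFP to RFP signal ratio inhibition reaching or exceeding a fixed threshold, cut at about 30% in these data, passing the limit was not always enough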; note: some compounds called inactive have numbers as strong as hits
Scp1 inh – blocks human Scp-1 phosphatase activity; Recombinant Scp1, phosphopeptide, malachite green phosphate absorbance; 0.88% of 340,000 active; inhibition, % at 20 µM; AID 493091;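 active = inhibition above about 50% at 20 µM, limit read from the data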;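 note: plate controls were DMSO wells with enzyme for no effect and wells lacking enzyme for full effect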
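System: SCP-1 catalytic domain; Reagent: Phospho 17-mer peptide substrate; Doses: one concentration, 20 µM, with 1.0% DMSO; Incubation: 45 min room-temperature reaction, 5 min colour, 30 min stabiliser; Signal: Phosphate-binding colour reagent, absorbance read at 630 nm.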
SUMO1-SIM PPI – alters human SUMO1 binding to SIM partners; P63165; SUMO1 binding to a labelled peptide, TR-FRET, 1 h; inhibition, % at 20 µM; 0.33% of 360,000 active; in the data active = inhibition above about 37%
Target sequence (P63165 whole entry, looked up): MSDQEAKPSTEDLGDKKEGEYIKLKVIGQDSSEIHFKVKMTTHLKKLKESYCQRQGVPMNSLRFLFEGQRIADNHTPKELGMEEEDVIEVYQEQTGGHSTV
NadD block – inhibitors of Staphylococcus aureus NadD; purified NadD enzyme, colorimetric absorbance read-out; 0.78% of 360,000 active; inhibition, % at 20 µM; AID 602399; in the data active = inhibition above about 26%; note: some compounds past the cut are filed as inactive
LMPTP block – LMPTP (human) inhibition; 0.22% of 360,000 active; recombinant LMPTP-A, OMFP fluorogenic substrate, fluorescence intensity; P24666; inhibition, % at 20 µM;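 active = compounds that cut the enzyme signal by at least half of the control window in the single-dose screen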;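 note: plate controls were DMSO wells with enzyme plus substrate for no effect and substrate without enzyme for full effect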
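Material: LMPTP-A; amount: 0.625 nM enzyme; doses: single 20 µM dose; times: reaction 50 min, room temperature, dark; technique: fluorescence intensity of OMFP turnover product; benchmarks: no-enzyme and uninhibited controls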
The depositor's hits bear a star; i = inactive; . = not tested or not shown.

SMILES	DNMT1 block	MT1-MMP act inh	STEP block	Rpn11 block	CendR NRP1 mod	SKN-1 block	Scp1 inh	SUMO1-SIM PPI	NadD block	LMPTP block
Cc1cccc(NS(=O)(=O)c2ccc(C(=O)N3CCN(c4ccccc4O)CC3)cc2)c1C	-7	4	-4	i	12	0	-5	-5	2	1.7
CCN(CC(=O)Nc1c(F)cccc1F)C(=O)CSc1nc2ccccc2o1	0	2	-2	i	-2	8	-5	5	-5	-0.1
Fc1ccc(NCc2nnc(SCc3nnc(-c4ccccc4)o3)n2CC2CCCO2)cc1 (stereo not given)	-2	5	2	i	8	3	-8	0	9	-1.3
O=C1C2C(c3cccc(/C=C/c4ccccc4)c3)CC=CC2C(c2ccc3ccccc3c2)N1Cc1ccccc1 (stereo not given)	15	1	4	i	12	28	-2	1	32*	4.5
CCN(CC)CCCNc1nnc(C)c(=O)[nH]1	0	-6	-5	i	1	17	-3	2	-2	-3.2
CNC(=O)C(=O)Nc1cc2c3c(c1)CCC(=O)N3CCC2	0	-1	4	i	5	-20	-7	-1	-1	-1.3
Cc1ccccc1CSCCNC(=S)Nc1ccccc1	2	6	0	i	0	-5	4	-2	-3	0.1
CN(C)CCNC(=O)c1cc2c(s1)-c1ccc(Cl)cc1SC2	0	-43	5	i	-7	26	-4	-107	-8	-6.0
N#Cc1ccc(-c2nc3ccc(Br)cn3c2Cc2ccccc2C(F)(F)F)cc1	-7	0	-1	i	-29	11	.	-2	20	3.1
COc1ccc(C(CNC(=O)C2CCN(S(=O)(=O)c3ccc(F)cc3)CC2)N(C)C)cc1 (stereo not given)	-3	-6	-3	i	6	-21	-9	-4	-8	-2.5
CCN1CCN(S(=O)(=O)c2ccc(Cl)c(C(=O)NC(C)c3ccccc3Cl)c2)CC1 (stereo not given)	1	3	1	i	3	19	0	-17	-4	-5.8
CCCCOc1ccc(C(=O)Nc2ccncc2)cc1	1	-6	-2	i	-3	23	0	-1	-1	-1.1
CC(OC(=O)CC1CCCCC1)C(=O)Nc1cccc(C#N)c1 (stereo not given)	1	3	-2	i	-6	-7	0	-2	-11	0.4
CCOc1cc(/C=N/NC(=O)C2CCCC2)ccc1O	1	0	-3	i	11	5	-9	-4	-1	-0.1
CC(=O)c1ccc(N2CCN(c3ncc(C(F)(F)F)cc3Cl)CC2)cc1	-1	1	2	i	-4	15	-5	-2	10	4.1
COc1ccc(S(=O)(=O)NCCCCNS(=O)(=O)c2ccc(OC)cc2)cc1	-1	1	0	i	-11	-19	2	1	-5	-1.5
CC1=NN(c2ccccc2)C(=O)/C1=C\c1cn(-c2ccccc2)nc1C	-5	5	0	i	3	0	-10	-5	-5	4.0
CCc1nnc(NC(=O)[C@@H]2CCCN2S(=O)(=O)c2ccc3c(c2)OCCO3)s1	2	4	-2	i	10	7	-1	0	-13	-2.4
O=C(NCCCN1CCCC1=O)c1cc(COc2ccc(F)cc2F)on1	0	-3	-4	i	12	9	-5	-1	-7	-0.5
O=c1c2ccccc2[nH]c2ccc(F)cc12	20	-2	0	i	-6	11	15	-15	-4	0.7
CC(C)CC(=O)c1c[nH]c(C(=O)NCC2CCCO2)c1 (stereo not given)	4	6	-3	i	2	19	-5	0	3	-1.0
Cc1nnc(NC(=O)CSCc2ccccc2)s1	5	2	0	i	-7	-7	-1	0	2	-0.7
CC(Oc1ccc(Br)cc1Cl)C(=O)Nc1ccncc1 (stereo not given)	-1	-4	0	i	-4	-13	4	-4	-1	0.2
COc1ccc(CCN(C(=O)/C=C/C(=O)O)C2CC(=O)N(c3ccccc3)C2=O)cc1 (stereo not given)	6	1	-1	i	2	-6	3	0	0	3.1
CCc1nnc(NC(=O)CSc2nnc(-c3ccc(NS(=O)(=O)c4ccccc4)cc3)o2)s1	6	5	-2	i	-10	-9	-11	17	20	1.9
COc1cccc(C(NC(=O)C2CCN(CCCOc3ccccc3)CC2)c2ccccn2)c1 (stereo not given)	1	2	-3	i	-2	18	.	-4	0	0.9
Cc1ccccc1SCC(=O)NCCCn1ccnc1	1	1	0	i	-9	9	-5	-6	-4	-1.8
COc1ccc(S(=O)(=O)N(C)CC(=O)NCc2ccccc2)cc1OC	2	-2	-3	i	1	12	3	3	-5	-2.0
O=C(NCc1ccccc1)c1onc(CSc2ccc(F)cc2)c1C(=O)NCc1ccccc1	-5	-2	4	i	5	16	-21	-3	-7	5.4
O=S(=O)(CC(O)COc1ccc(Br)cc1)c1ccccc1 (stereo not given)	4	-1	0	i	-15	-9	-15	4	-6	0.1
O=C(CCc1nc(-c2ccccc2Cl)no1)Nc1cccnc1	-1	-6	-1	i	5	9	-8	5	-5	-1.0
CC(/C=C/c1ccccc1)=N\NC(N)=S	-4	8	-2	i	-5	1	-2	-12	6	-0.6
O=C1NC(=O)/C(=C\c2ccc(Sc3ccc(Cl)cc3)o2)N1	28	5	-1	i	18	12	21	2	-2	-1.6
COc1ccccc1NS(=O)(=O)c1ccc(N2CCOCC2)c(NC(=O)c2ccco2)c1	3	-4	-4	i	0	-5	-3	7	-5	-2.8
CCOC(=O)N1CCN(C(=O)C2CCCN(S(C)(=O)=O)C2)CC1 (stereo not given)	-2	0	-1	i	-20	0	-5	4	-2	-0.9
CCN(CC(=O)Nc1cc(Cl)ccc1C)C(=O)c1ccc2c(c1)NC(=O)C(C)S2 (stereo not given)	2	-1	-1	i	-15	0	-7	5	-2	-0.7
COc1ccccc1-c1cc(C(=O)N/N=C\c2cn(C)nc2C)c2ccccc2n1	-2	-3	2	i	-6	1	-6	-7	3	0.1
COCC(C)NC(=O)c1cccc([N+](=O)[O-])c1 (stereo not given)	2	1	-2	i	2	13	-9	-13	-2	-1.5
COc1ccc(NC(=O)CC2C(=O)N(c3ccc(OC)cc3)C(=S)N2NC(=O)c2cccc(F)c2)cc1 (stereo not given)	-5	3	-3	i	-8	10	-4	2	-2	1.5
COc1ccc(S(=O)(=O)N2CCCC(C(=O)NCC3CCCO3)C2)cc1OC (stereo not given)	1	4	-1	i	4	0	-5	8	-5	-1.2
CCc1c(-c2cccc(OC)c2)ncn1Cc1cccc(-c2ccccc2)c1	.	1	.	.	-10	-5	.	-1	.	12
CN1C(=O)C(O)(CC(=O)c2ccc(F)cc2)c2cc(Br)ccc21 (stereo not given)	0	2	1	i	10	-3	-3	1	0	-1.9
Cc1ccc(NC(=O)C2(S(=O)(=O)c3ccc(Cl)cc3)CC2)cc1	4	1	-1	i	6	3	-9	1	-7	0.9
Cc1csc2nc(COC(=O)c3ccc(Cl)c([N+](=O)[O-])c3)cc(=O)n12	4	-8	-2	i	6	-6	-8	-8	-4	0.9
Cc1cccc(OCC(O)CNC(=O)c2ccccc2C(=O)O)c1 (stereo not given)	2	-3	1	i	5	-2	-6	-5	-5	-1.8

Some values from above.
Cc1csc2nc(COC(=O)c3ccc(Cl)c([N+](=O)[O-])c3)cc(=O)n12 in NadD block is entered as -4
CCN(CC(=O)Nc1cc(Cl)ccc1C)C(=O)c1ccc2c(c1)NC(=O)C(C)S2 (stereo not given) in STEP block is entered as -1
CCOC(=O)N1CCN(C(=O)C2CCCN(S(C)(=O)=O)C2)CC1 (stereo not given) in STEP block is entered as -1

New compounds follow:
SMILES	DNMT1 block	MT1-MMP act inh	STEP block	Rpn11 block	CendR NRP1 mod	SKN-1 block	Scp1 inh	SUMO1-SIM PPI	NadD block	LMPTP block
COc1ccc(Cl)cc1NC(=O)CSc1nnc(-c2ccco2)o1	0	-3	-2	i	-15	2	-5	-4	-4	0.7
COc1ccccc1N(C)S(=O)(=O)c1ccc(Cl)c(C(=O)Nc2ccccc2N2CCOCC2)c1	-8	-6	2	i	-3	3	-8	-3	-6	2.0
Cc1cc(C)cc(Nc2cc(C)nc3nc(C)nn23)c1	-2	1	0	i	2	-8	-8	0	4	0.4
C/C(=N\NC(=O)c1n[nH]c2c1CCC2)c1cccs1	0	-2	2	i	3	19	5	-17	-9	-1.2
Cn1c(Cc2ccccc2)nnc1SCC(=O)N1CCCCC1	-2	-1	1	i	5	6	-8	0	0	-0.5
CCCCCN(C(=O)CCC(=O)OCC(=O)N1CCCC(C)C1)c1c(N)n(CCCC)c(=O)[nH]c1=O (stereo not given)	1	0	0	i	15	-7	-1	3	0	-0.5
NC(CSS(=O)(=O)O)=NCCC12CC3CC(CC(O)(C3)C1)C2	-2	0	5	i	5	5	3	0	-4	-1.5
Cc1ccc2nc(N(CCN(C)C)C(=O)c3cc(Cl)sc3Cl)sc2c1	-3	3	-1	i	22	1	-3	-5	-1	-1.0
O=C(NCCc1ccc(F)cc1)c1cc([N+](=O)[O-])ccc1N1CCOCC1	-1	2	-2	i	-14	3	0	-31	-5	-0.8
COc1ccc(C2=NN(C(=O)CCC(=O)O)C(c3ccccc3)C2)cc1 (stereo not given)	1	0	1	i	-5	1	-4	-2	1	-1.2
CC(=O)Nc1nnc(SCC(=O)N2CCc3ccccc32)s1	-2	5	-3	i	9	11	-8	4	2	-0.1
CCc1ccc(N2CC(C(=O)NC3CC3)CC2=O)cc1 (stereo not given)	-1	0	1	i	4	4	-7	4	-1	0.3
Cc1cc(C(=O)Nc2nnc(C(F)(F)F)s2)cs1	-1	-3	-1	i	-4	0	-7	1	-7	-1.8
CCCCn1c(N)c(N(CCOC)C(=O)COC(=O)Cc2cccc(OC)c2)c(=O)[nH]c1=O	-1	5	-2	i	3	13	-1	-4	1	0.1
CCOC(=O)[C@]12Cc3c(cc(OC)c(OC)c3OC)[C@H]1N(Cc1ccccc1)C(=O)c1cc(OC)ccc12	.	-7	.	.	4	16	.	10	2	0.2
Nc1ccc2nc(-c3ccc(Cl)cc3)[nH]c2c1	-35	2	-2	i	-19	7	-10	-36	11	1.5
COc1ccc(CC(=O)NCC(=O)NCc2cc(=O)n(C)c(=O)n2C)cc1	0	-1	-1	i	8	4	-4	-3	7	0.0

Part of the list above, with bars between the fields:
structure | DNMT1 block | MT1-MMP act inh | STEP block | Rpn11 block | CendR NRP1 mod | SKN-1 block | Scp1 inh | SUMO1-SIM PPI | NadD block | LMPTP block
CC(=O)Nc1nnc(SCC(=O)N2CCc3ccccc32)s1 | -2 | 5 | -3 | i | 9 | 11 | -8 | 4 | 2 | -0.1
CCOC(=O)[C@]12Cc3c(cc(OC)c(OC)c3OC)[C@H]1N(Cc1ccccc1)C(=O)c1cc(OC)ccc12 | . | -7 | . | . | 4 | 16 | . | 10 | 2 | 0.2
Cc1cc(C)cc(Nc2cc(C)nc3nc(C)nn23)c1 | -2 | 1 | 0 | i | 2 | -8 | -8 | 0 | 4 | 0.4

High-throughput results deposited in PubChem by Sanford-Burnham Center for Chemical Genomics.
